RGS4-Gao reg: human RGS4-Galphao interaction regulation | binding response (% of control), % at 10 µM | AID 1415 | Multiplexed bead flow cytometry, RGS4-Galphao binding; actives lie on both sides | 0.33% of 220,000 active; in the data active means binding response below about 49% or above about 150%; inactive means in between;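 further: fluorescent Galphao activated with aluminum fluoride binding bead-coupled RGS4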
Bim-Bcl-B: human Bim-Bcl-B interaction inhibition. Q9HD36. bead-based flow cytometry, Bim peptide-Bcl-B binding. inhibition, % at 10 µM. 0.073% of 190,000 active. AID 951;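 further: 0% = tracer peptide without compound and 100% = reference inhibitor peptide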
GSH bead fluor: GSH bead compound fluorescence profile | GSH beads flow cytometry, compound fluorescence 488/530 nm; stronger effect = higher value | fluorescence (KMESF) at 10 µM | 0.25% of 190,000 active; in the data active means fluorescence above about 89;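 further: glutathione beads carrying GST-tagged Bcl family fusion proteins plus one bare bead set; values are compound well signal with DMSO vehicle wells as background; inactives centre near 16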
RGS7-Gao reg: human RGS7-Galphao interaction regulation; binding response (% of control), % at 10 µM; P09471; Multiplexed bead flow cytometry, RGS7-Galphao binding; actives lie on both sides; 0.35% of 220,000 active; in the data active means binding response below about 49% or above about 150%; inconclusive means no clear call, values can overlap the other calls; inactive means in between;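 further: fluorescent Galphao held in activated GDP-AlF4 state binding bead-coupled RGS7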
Bcl-XL Bim block: human Bim-Bcl-XL interaction inhibition | Q07817 | Bim peptide-Bcl-XL binding, bead flow cytometry, fluorescence | inhibition, % at 10 µM | 0.04% of 190,000 active | AID 1007
ABCG2 block: human ABCG2 inhibition, ABCB1 as counter-screen; Q9UNQ0; IgMXP3 cells, JC-1 efflux, flow cytometry; inhibition, % at 6.6 µM; 0.1% of 190,000 active; AID 1325;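 active means inhibition above 80%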;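 further: 0% = DMSO and 100% = nicardipine control wells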
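Assay system – ABCG2 IgMXP3 and barcoded ABCB1 CCRF-Adr cell mix · Input – 3 million cells/mL in well · Reagent – JC-1 fluorescent substrate · Compound – single test compound dose, 6.6 µM final · Timing – 10 min exposure at 25 °C with rotation, no wash · Detection – flow cytometry of retained JC-1 fluorescence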
ABCB1 inh: human ABCB1 inhibition, ABCG2 as counter-screen; P08183; CCRF-Adr cells, JC-1 efflux, flow cytometry; inhibition, % at 6.6 µM; 0.067% of 190,000 active; in the data active means inhibition above about 40%;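 further: 0% = vehicle and 100% = reference inhibitor; higher value means more JC-1 retained so stronger ABCB1 efflux block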
Target sequence (P08183 whole entry, looked up): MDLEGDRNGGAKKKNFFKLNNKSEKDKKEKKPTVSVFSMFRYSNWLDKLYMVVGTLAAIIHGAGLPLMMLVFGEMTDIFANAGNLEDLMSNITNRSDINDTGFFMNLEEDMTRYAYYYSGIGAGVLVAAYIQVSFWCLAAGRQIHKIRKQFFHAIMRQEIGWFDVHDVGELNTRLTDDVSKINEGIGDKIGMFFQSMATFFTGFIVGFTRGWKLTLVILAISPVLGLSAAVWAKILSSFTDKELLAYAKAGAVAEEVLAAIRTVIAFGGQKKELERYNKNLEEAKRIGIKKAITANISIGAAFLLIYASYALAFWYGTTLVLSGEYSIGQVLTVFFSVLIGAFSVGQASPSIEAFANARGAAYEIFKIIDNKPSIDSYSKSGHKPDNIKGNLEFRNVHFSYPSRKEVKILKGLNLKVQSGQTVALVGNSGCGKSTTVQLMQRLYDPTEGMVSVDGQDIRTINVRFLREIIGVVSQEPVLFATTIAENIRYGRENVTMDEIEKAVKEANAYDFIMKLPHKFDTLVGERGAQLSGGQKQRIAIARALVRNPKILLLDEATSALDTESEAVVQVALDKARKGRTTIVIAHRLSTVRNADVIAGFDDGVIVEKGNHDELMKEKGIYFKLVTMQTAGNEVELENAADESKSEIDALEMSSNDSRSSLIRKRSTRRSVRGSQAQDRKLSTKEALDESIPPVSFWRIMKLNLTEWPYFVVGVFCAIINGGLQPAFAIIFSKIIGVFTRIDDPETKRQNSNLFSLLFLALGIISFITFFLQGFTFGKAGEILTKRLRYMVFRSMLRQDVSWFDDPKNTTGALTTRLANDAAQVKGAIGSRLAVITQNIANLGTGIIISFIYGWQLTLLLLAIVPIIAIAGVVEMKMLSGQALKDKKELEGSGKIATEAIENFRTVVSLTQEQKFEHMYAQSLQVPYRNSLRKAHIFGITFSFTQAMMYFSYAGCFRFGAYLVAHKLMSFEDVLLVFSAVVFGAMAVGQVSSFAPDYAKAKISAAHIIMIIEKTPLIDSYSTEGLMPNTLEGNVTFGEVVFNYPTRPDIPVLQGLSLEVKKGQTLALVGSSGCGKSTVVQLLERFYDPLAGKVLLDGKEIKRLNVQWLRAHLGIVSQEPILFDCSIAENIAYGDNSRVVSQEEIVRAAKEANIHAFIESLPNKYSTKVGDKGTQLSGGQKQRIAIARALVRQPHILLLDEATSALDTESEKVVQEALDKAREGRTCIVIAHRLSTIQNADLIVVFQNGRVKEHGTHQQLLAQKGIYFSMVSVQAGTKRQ
RGS8-Gao: regulators of human RGS8-Galphao interaction; multiplexed bead flow cytometry, RGS8-Galphao binding; actives lie on both sides; 0.34% of 220,000 active; response (percent of control binding), % at 10 µM; P09471; in the data active means response below about 60% or above about 140%; inactive means in between;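 further: Galphao activated as the GDP aluminium fluoride complex binding bead-coupled RGS8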
Bim-Bfl-1: human Bim-Bfl-1 interaction inhibition | Bead-based flow cytometry, Bim-Bfl-1 binding inhibition | AID 1008 | inhibition, % at 10 µM | Q16548 | 0.12% of 190,000 active;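 further: 0% = wells without compound plus tracer and 100% = blocker peptide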
Bcl-2 Bim block: inhibitors of Bim-Bcl-2 interaction, human; Bead-based flow cytometry, Bim peptide-Bcl-2 binding; inhibition, % at 10 µM; 0.06% of 190,000 active; P10415; in the data active means inhibition above about 40%; inconclusive means no clear call, values can overlap the other calls;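 further: 0% = no compound wells with probe peptide and 100% = reference peptide inhibitor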
Bim-Bcl-W: disrupts Bim peptide binding to human Bcl-W; bead-based flow cytometry; inhibition, % at 10 µM; 0.02% of 190,000 active;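 further: 0% = bound tracer without compound and 100% = peptide blocker; higher means less fluorescent Bim peptide bound to Bcl-W beads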
An asterisk follows results filed as active; ? = inconclusive; / = not tested or not shown; [ ] = another dose, or the depositor's remark. Unless noted, no stated cut-off is given here; in the data, active means inhibition above about 40%. Outcome played no part in choosing rows (roughly 1.1% active in at least one column).

compound	RGS4-Gao reg	Bim-Bcl-B	GSH bead fluor	RGS7-Gao reg	Bcl-XL Bim block	ABCG2 block	ABCB1 inh	RGS8-Gao	Bim-Bfl-1	Bcl-2 Bim block	Bim-Bcl-W
CCCC(=O)Nc1cccc(NC(=O)c2ccccc2Br)c1	104	-4	22	101	-1	37	1.2	103	-8	-2	0
NC(=O)C1CCN(C(=O)C23CC4CC(CC(C4)C2)C3)CC1	104	-9	33	104	-8	4	-0.2	101	-13	-4	-1
C=CCNc1nc(NCCN2CCOCC2)nc(N2CCOCC2)n1	101	-6	27	101	-3	0	0.2	97	-8	-6	0
COc1ccc(C(=O)COC(=O)Cn2nnc3ccccc32)cc1Br	100	-6	25	99	-6	6	1.1	100	-11	-8	-1
CN(C)CCNCc1ccccc1OC1CCCC1	103	-12	32	103	-9	-9	-1.3	102	-20	-12	-2
COc1ccc(S(=O)(=O)N2CCC(O)(c3ccc4c(c3)OCO4)CC2)cc1	102	-8	36	101	-4	3	0.2	101	-15	-10	-2
CCN(CC)CC(=O)n1c2c(c3ccccc31)CCCC2	81	0	9	78	-1	0	0.2	71	2	0	-1
CN(C)S(=O)(=O)Nc1ccccc1F	104	-2	23	109	0	0	0.1	104	-7	-2	3
CCOC(=O)C(CC)n1cnc2c(nnn2-c2ccc(C)cc2)c1=O (stereo not drawn)	93	0	9	92	-6	3	0.4	94	-2	3	-1
CC1CCC(NC(=O)Cn2ncc3ccccc32)CC1 (stereo not drawn)	100	-6	22	100	-3	1	0.4	100	-10	-4	2
COc1cc(CNC2CCCC2)cc(Cl)c1OCc1ccccc1F	100	-1	20	99	-1	6	1.6	102	-1	-2	-1
CC(=O)NCC(=O)OCC(=O)c1ccc(C)c(C)c1	99	-8	41	99	-18	1	0.5	103	-9	-6	3
CCOC(=O)CSc1nc(C)cc(C)c1C#N	104	0	11	105	2	14	1.6	108	0	0	1
Cn1c(SCc2cccnc2)nc2cccnc21	99	-2	13	102	-1	2	0.3	100	0	0	-2
C/C(N)=C(/C#N)C(=O)CSc1nnnn1-c1ccc(C)cc1C	104	-6	15	107	-1	0	-0.1	101	-11	-6	1
CC(=O)Nc1cc2c(cc1C(=O)c1ccccc1)OCCO2	102	1	6	107	1	0	-0.1	103	3	0	0
Cn1nnnc1SCCNCc1ccccc1F	100	-6	10	103	-8	0	0.0	104	-10	-12	0
CN1CCC(=NNC(=O)c2ccc(N(Cc3ccc(Cl)cc3)S(C)(=O)=O)cc2)CC1	110	6	11	98	2	-3	-0.5	106	10	8	5
COc1ccccc1CNc1ccccc1F	97	-5	53	100	-6	1	0.5	100	-15	-8	0
CC(C)CCNC(=O)CN(Cc1ccc2c(c1)OCO2)C(=O)CCC(=O)Nc1ccccn1	98	-4	24	98	-1	0	-0.2	100	-2	-3	-5

Pulled one by one from the entries so far:
compound	RGS4-Gao reg	Bim-Bcl-B	GSH bead fluor	RGS7-Gao reg	Bcl-XL Bim block	ABCG2 block	ABCB1 inh	RGS8-Gao	Bim-Bfl-1	Bcl-2 Bim block	Bim-Bcl-W
Cn1c(SCc2cccnc2)nc2cccnc21	99	-2	13	102	-1	2	0.3	100	0	0	-2
Cn1nnnc1SCCNCc1ccccc1F	100	-6	10	103	-8	0	0.0	104	-10	-12	0

(more compounds)
compound	RGS4-Gao reg	Bim-Bcl-B	GSH bead fluor	RGS7-Gao reg	Bcl-XL Bim block	ABCG2 block	ABCB1 inh	RGS8-Gao	Bim-Bfl-1	Bcl-2 Bim block	Bim-Bcl-W
COc1ccc(Nc2nc(N)nc(CN3CCOCC3)n2)cc1	93	-7	14	87	-1	-1	0.0	93	-11	-6	1
CCn1c(=O)c(C(=O)Nc2nc3ccccc3[nH]2)c(O)c2ccccc21	105	/	114*	106	/	0	-0.1	104	/	?	/
O=C(Cn1cncn1)NCc1cccc(OC(F)F)c1	102	-8	15	102	-5	2	0.2	104	-5	-1	-5
COc1cc(C(=O)N2CCN(C(=O)c3ccccc3)CC2)cc(OC)c1OC	102	-2	15	102	0	1	0.5	100	0	0	-2
O=C(CN1CCN(S(=O)(=O)c2cc(Cl)ccc2Cl)CC1)Nc1ccc2c(c1)OCCO2	106	0	16	104	1	2	0.7	107	0	0	2
Cc1ccc(NC(=S)N(CCCN2CCCC2)Cc2cccn2Cc2ccc(Cl)cc2)cc1Cl	150	-2	9	165*[activator]	0	7	4.5	117	7	2	0
O=S(=O)(NCCSc1ccccn1)c1ccc(Cl)cc1	99	-3	12	101	0	26	3.0	102	1	2	0
COC(=O)CN1C(C)=Nc2ccc(C)cc2C1c1ccccc1 (stereo not drawn)	104	-6	14	103	-7	0	0.3	107	-5	-5	-2
N#C/C(=C\c1ccc(N2CCCCC2)o1)C(N)=O	104	0	18	103	0	3	0.1	104	4	2	-2
COc1ccc(Cl)cc1C(=O)NCC(c1ccco1)N1CCCC1 (stereo not drawn)	98	0	13	101	-2	3	0.4	101	-3	-4	-4
O=C(NCc1ccccc1)c1ccc(Cl)cc1[N+](=O)[O-]	97	-10	35	98	-7	-2	-0.4	98	-19	-15	-3
O=C(NC(=S)Nc1ccc(Cl)cn1)C(c1ccccc1)c1ccccc1	99	-4	26	97	-3	0	-0.2	98	0	-6	-2
COc1cc(C2N(c3cc(C)on3)C(=O)C3CCCN32)cc(OC)c1OC (stereo not drawn)	99	-4	15	97	-1	5	0.6	98	1	-2	0
O=C(NCc1cccc(Cl)c1)C1CCCO1 (stereo not drawn)	99	2	18	?	-1	4	0.1	99	7	3	-3
O=C(c1ccccc1C(=O)N(c1ccccc1)c1ccccc1)N1CCCCC1	108	0	9	104	-7	0	0.0	107	-3	-3	-1
OCC1CCCCN1C(=S)NCc1ccco1 (stereo not drawn)	97	-9	21	98	-4	2	0.4	97	-5	-3	-3
CCN(CC)CCCNC(=O)c1nn(-c2ccc(OC)cc2OC)c(=O)c2ccccc12	96	-5	28	90	1	2	0.7	98	-13	-9	-1
CC(C)OC(=O)CSc1nnc(-c2cccnc2)n1Cc1ccccc1	100	3	8	94	-2	1	0.3	97	-2	2	-2
C=CCn1c(N)cc(=O)nc1SCC(=O)Nc1ccc(C)cc1	96	-11	15	97	-3	1	0.6	109	-5	-3	-6
Cc1ccc(N2C(=O)c3ccccc3C2(O)c2ncc[nH]2)cc1 (stereo not drawn)	106	-1	19	102	0	3	0.0	100	-3	-2	0
Cc1ccc(Nc2nnns2)cc1C	91	-19	23	94	-6	3	0.3	90	3	-8	-1
COc1ccccc1-n1c(N)c(C(N)=O)sc1=S	95	-8	6	106	-7	0	-0.1	97	-2	-10	0
O=C(C1=C(O)C(=O)N(CCCN2CCOCC2)C1c1ccncc1)c1cc2ccccc2o1 (stereo not drawn)	104	-7	10	104	-8	-2	-0.2	103	-14	-7	-4
COc1cc(OC)c(OC)cc1/C=N/NC(=O)CC1C(=O)NN=C1C (stereo not drawn)	122	-1	33	100	5	-1	-0.4	96	0	1	-1
CCN1C(=O)C(CC(=O)Nc2ccc(OC)cc2)N(CCc2ccc(OC)cc2)C1=S (stereo not drawn)	103	-2	10	100	-3	2	0.6	101	-4	-1	-1
Cc1nc(Cl)cc(CS(=O)(=O)c2ccc(Cl)cc2)n1	93	0	10	96	-1	0	0.0	97	-3	-1	1
O=C(/C=C/c1cccc([N+](=O)[O-])c1)NCCN1C(=O)S/C(=C\c2cccnc2)C1=O	102	-4	14	?	-2	10	1.6	102	0	0	-2
CC(C)CSc1nsc(N)n1	96	0	14	102	-6	1	0.3	98	-16	-3	3
CCCCC(=O)Nc1ccc(C(=O)NCc2ccncc2)cc1	138	-14	32	127	-17	1	0.0	128	-16	-11	-6
COC(=O)c1c(NC(=O)CSc2nc3nc(C)cc(C)n3n2)sc(C)c1C	102	-5	3	102	-4	7	2.9	101	2	0	-2
Cc1cc(Nc2ccccc2)nc(N)n1	100	-7	15	98	-2	1	0.2	104	-7	-5	0
CC1CCCC(C)N1CC(O)COc1ccc(Cl)cc1 (stereo not drawn)	95	-11	23	92	-7	8	0.9	97	-18	-8	-3
CCNC(=S)NNC(=O)c1cccn(Cc2ccc(Cl)cc2)c1=O	99	-1	21	98	0	4	1.3	98	-1	0	-2
O=S(=O)(c1ccc(F)cc1)n1ccc(-c2cnc(-c3ccccc3)s2)n1	102	-11	38	101	-2	0	-0.1	102	-10	-8	3
COc1ccccc1NC(C#N)c1ccccc1OCc1ccccc1 (stereo not drawn)	100	-4	11	101	-4	13	0.9	103	-7	0	-2
CC(C)c1nc(SCC(=O)c2ccc(F)cc2)c2ccccc2n1	94	-12	18	94	-4	3	1.4	99	-1	-2	-3
CCCC(=O)Nc1c2c(nn1-c1ccc(C)cc1C)CSC2	99	-7	17	104	-4	2	0.4	102	-2	-2	-5

Screening results as filed in PubChem BioAssay.
